Screening data deposited in PubChem BioAssay by National Center for Advancing Translational Sciences (NCATS).
D1 antag: human D1 dopamine receptor antagonism | HEK293 TREx D1 cells, calcium flux, dopamine EC80; active compounds read low | P21728 | activity change, negative = inhibition, % at 10 µM | AID 504652 | hit rate 3.2% among 360,000; in the data active = activity change below about -30%; also: % is scaled to controls: 0 for no effect and ±100 for the full control effect
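Tetracycline-induced HEK293 Trex D1 cells, force-coupled to calcium, dye-loaded; compounds added and read 180 s, then EC80 dopamine added and calcium flux tracked kinetically another 180 s.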
Glioma ERSR ind: ER stress response induction in glioma. U87-MG GRP78 promoter luciferase reporter, 16 h. hit rate 0.02% among 420,000. Potency, µM, without a hit: top-dose activation, most hits filed as activators; also: potency is read from the fitted curve at half-maximal effect; series mostly up to about 76 µM; % of control where 0% means no effect; nearly all actives have a fitted effect of over 35% in size
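ERSR induction read as luciferase luminescence (Bright-Glo, 10 min at room temperature) in stably transfected human U87-MG glioma cells exposed to compounds for 16 h, using GRP78 as sensor.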
Vif-APOBEC3F blk: inhibitors of Vif-A3F interaction | HeLa A3F-eYFP + Vif (tagged APOBEC3F with the HIV-1 protein that degrades it), YFP fluorescence increase | hit rate 0.2% among 390,000 | AID 602313 | Potency, µM (doses to about 46.1 µM), for the others: at the highest dose activity, negative = active; also: potency is read from the fitted curve at half-maximal effect; % of control where 0% means no effect; nearly all actives have a fitted effect of over 65% in size
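HeLa cells stably expressing Vif plus C-terminally eYFP-tagged A3F were seeded, incubated overnight at 37 deg C, dosed with compound, incubated overnight again at 37 deg C. Yellow fluorescence (Ex 488/Em 500-530) reported blocked Vif-mediated A3F-eYFP degradation.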
LDHA inh: blocks human lactate dehydrogenase A. P00338. purified LDHA, NADH/diaphorase-resazurin fluorescence; active compounds read low. activity change, % (values are at about 110 or 230 µM). hit rate 0.15% among 480,000. AID 1347041; in the data active = activity change below about -30%; inconclusive = mostly about -25% to -30%;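 also: plate controls were DMSO wells for no effect and wells without enzyme for full effect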
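LDH5 2 nM; NADH 0.06 mM, pyruvate 0.2 mM; 200 mM Tris pH 7.4, EDTA, Tween-20; 5 min RT. Detection: diaphorase 0.133 mg/mL + resazurin 37 µM, fluorescence ex540/em590 at 0 and 20 min; normalized to enzyme-free and DMSO wells.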
D1 agonist: human D1 receptor agonism. P21728. HEK293 T-REx D1 cells, calcium flux, agonist mode. activation, % at 2 µM. hit rate 1% among 360,000. AID 504660; in the data active = activation above about 30%; also: 0% is about no effect
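Tetracycline-induced HEK293 TREx D1 cells, force-coupled to calcium signalling, were dye-loaded with a no-wash calcium kit. Compound was pin-added after a 10 s baseline. Fluorescence was read kinetically at 1 cycle/s for 180 s, with calcium rises flagged as agonism.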
D1 PAM: human D1 dopamine receptor positive modulation; P21728; HEK293 TREx D1 cells, calcium flux, dopamine EC20 potentiation; hit rate 0.036% among 360,000; potentiation, % at 10 µM; in the data active = potentiation above about 30%; also: 0% is about no effect
D2 potentiator: positive allosteric modulators of human D2 dopamine receptor; hit rate 0.34% among 340,000; P14416; HEK293 T-REx D2, calcium flux, EC20 dopamine potentiation; potentiation, % at 10 µM;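 active = potentiation over 3 SD above the plate norm, cut at about 30% in these data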; also: 0% is about no effect
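Using a no-wash calcium dye in inducible, force-coupled HEK293 Trex cells expressing D2, we tracked fluorescence each second for 180 s after compound, then for 180 s after EC20 dopamine to detect augmented signalling.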
Vif-APOBEC3G blk: inhibitors of Vif-APOBEC3G interaction. Potency, µM (titrated, usually from 46.1 µM), for the others: at the highest dose activity, negative = active, usual class: inhibitors. Q9HC16. HeLa A3G-eYFP + Vif (tagged APOBEC3G with the HIV-1 protein that degrades it), YFP fluorescence, overnight. hit rate 0.076% among 410,000;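 also: potency is read from the fitted curve at half-maximal effect; % is scaled to controls: 0 for no effect and ±100 for the full control effect; nearly all actives have a fitted effect of over 60% in size; hits raise eYFP signal because A3G escapes Vif-driven loss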
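Read-out is eYFP fluorescence (Ex 488/Em 500-530) from Vif-expressing HeLa A3G-eYFP cells; more signal means A3G escaped Vif-mediated degradation. Cells plated overnight, compound pinned in, incubated overnight at 37 deg C.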
RXFP1 ag: agonists of human relaxin receptor RXFP1 | Q9HBX9 | HEK293T-RXFP1 cAMP TR-FRET, 30 min; response scale: percent of porcine relaxin response, buffer zero | Potency, µM (top dose mostly 57.5 µM), without a hit: top-dose activation, usual class: activators | hit rate 0.3% among 370,000 | AID 2676; also: potency is read from the fitted curve at half-maximal effect; % is scaled to controls: 0 for no effect and ±100 for the full control effect; nearly all actives have a fitted effect of over 60% in size; many of its hits are not listed in these tables
Target sequence (Q9HBX9 whole entry, looked up): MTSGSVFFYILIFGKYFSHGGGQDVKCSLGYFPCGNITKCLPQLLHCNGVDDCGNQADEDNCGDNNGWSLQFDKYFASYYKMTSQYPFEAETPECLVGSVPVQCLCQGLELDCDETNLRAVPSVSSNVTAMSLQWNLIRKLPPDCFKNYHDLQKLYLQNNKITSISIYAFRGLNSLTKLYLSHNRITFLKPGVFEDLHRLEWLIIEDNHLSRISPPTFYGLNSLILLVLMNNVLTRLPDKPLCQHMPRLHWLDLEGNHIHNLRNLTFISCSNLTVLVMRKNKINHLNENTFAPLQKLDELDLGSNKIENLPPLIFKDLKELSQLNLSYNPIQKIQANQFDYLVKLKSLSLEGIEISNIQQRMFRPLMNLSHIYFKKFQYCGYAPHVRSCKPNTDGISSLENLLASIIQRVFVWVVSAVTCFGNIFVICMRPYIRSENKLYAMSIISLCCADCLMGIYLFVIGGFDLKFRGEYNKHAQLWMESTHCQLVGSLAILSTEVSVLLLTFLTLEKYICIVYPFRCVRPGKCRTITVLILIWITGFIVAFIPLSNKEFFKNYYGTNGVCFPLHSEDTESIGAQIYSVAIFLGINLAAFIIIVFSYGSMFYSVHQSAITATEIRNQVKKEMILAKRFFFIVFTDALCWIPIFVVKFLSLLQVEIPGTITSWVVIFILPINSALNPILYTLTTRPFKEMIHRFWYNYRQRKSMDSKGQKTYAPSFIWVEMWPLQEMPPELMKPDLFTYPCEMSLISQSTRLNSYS
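HEK293T cells stably expressing RXFP1 were pretreated with the PDE4 inhibitor Ro 20174, exposed to compounds for 30 min at 37C, lysed, and cAMP was read by TR-FRET. Data normalized to buffer (basal) and 29 nM porcine relaxin (100%).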
Active calls of the source: *; u = inconclusive; x = not tested or not shown; [ ] = dose if it differs, or a comment. Unless noted, calls follow the shape of the dose curve; as a rule, active = well fitted curve in the direction sought with a large enough effect; inconclusive = small, poorly fitted or top-dose-only effect, or another doubt; inactive = no such curve, though single readings can be large; an effect the other way counts as inactive or inconclusive. Some of the compounds tested; count on the stated rates, not on these rows.

SMILES	D1 antag	Glioma ERSR ind	Vif-APOBEC3F blk	LDHA inh	D1 agonist	D1 PAM	D2 potentiator	Vif-APOBEC3G blk	RXFP1 ag
COc1ccc(NC(=O)CSc2nc3ncccc3[nH]2)c(OC)c1	0	-4%	-1%	4	6	-5	5	2%	1.7%
Cc1c(Cl)cccc1NC(=S)NC1CCN(C(C)C)CC1	0	-5%	2%	-6	3	-3	-5	2%	0.6%
Cc1ccc(NC(=O)C2=C(C(=O)O)CCCC2)cc1F	-3	0%	3%	-4	2	0	-1	1%	2.6%
Cc1ccc(CN2CCSc3ccc(C(=O)NCCc4ccccc4)cc32)cc1	-2	2%	5%	-3	3	2	-16	-5%	6.7%
NS(=O)(=O)c1cccc(NC(=O)COC(=O)c2ccccc2C(=O)c2ccccc2)c1	-14	-5%	3%	-7	1	-1	5	-9%	0.8%
Fc1ccc(CNCCC(Cc2ccccc2)c2ccco2)cc1 (configuration not stated)	-8	-2%	-1%	1	11	-2	-20	-1%	0.2%
O=C(O)c1cc(OCc2ccccc2)cc(OCc2ccccc2)c1	7	-1%	0%	-9	8	-3	1	-10%	2.7%
CCO[C@H]1OC(C(=O)NC2CC2)=C[C@@H](c2ccc3c(c2)OCO3)[C@@H]1CCCO	-7	-5%	7%	-6	-3	-1	8	2%	5.0%
Cn1nc(-c2ccccc2)c(N2CCCCC2)cc1=O	5	-1%	4%	-14	0	4	6	5%	0.7%
COc1cc(/C=C(/C(=O)c2cccs2)c2nc3ccccc3[nH]2)cc(OC)c1O	-6	-8%	5%	8	3	3	0	u	-3.6%
CN(C)c1ccc(C=C2C(=O)OC(C)(C)OC2=O)cc1	-18	-2%	-5%	1	3	-4	x	0%	-2.5%
CCOc1cc(S(=O)(=O)n2cc(-c3ccc(F)cc3)c(N)n2)cc(OCC)c1OCC	4	-5%	-10%	-1	0	-3	1	-7%	2.2%
CCOC(=O)C1(Cc2cccc(Cl)c2)CCCN(C2CCN(C(C)=O)CC2)C1 (configuration not stated)	29	-2%	-30%	-2	1	-6	-10	-2%	-1.2%
CCc1ccc2c(c1)C(c1ccc([N+](=O)[O-])cc1)=NNC(c1ccccc1)=N2	-7	6%	-1%	-1	0	-2	-3	-15%	1.3%
CC(=O)Nc1ccc(NC(=O)c2cc(-c3ccc(C)cc3O)n[nH]2)cc1	-3	1%	13%	2	2	1	11	-2%	0.0%
COc1ccc(-c2cc(C)no2)cc1S(=O)(=O)N(C)c1cccc(C)c1	-5	-1%	0%	-3	4	-7	21	3%	-2.2%
Cc1[nH][nH]c(=O)c1C(c1c(C)[nH][nH]c1=O)c1cn(Cc2ccc(Cl)c(Cl)c2)c2ccccc12	12	-3%	-9%	21	1	1	-2	u	6.7%
COc1ccc(-c2nn(-c3ccccc3)cc2C(=O)OCC(=O)c2ccc(C)c([N+](=O)[O-])c2)cc1	-10	-3%	-2%	-5	8	-8	1	0%	-0.8%
COCCn1c(C)cc(C(=O)COC(=O)/C=C/c2cccc(OC)c2)c1C	-28	8%	0%	0	9	-4	-4	3%	1.3%
CN(C)c1ccsc1C(=O)NNS(=O)(=O)c1ccc(Cl)cc1	x	0%	-11%	4	x	x	x	-3%	x

Ordered by SMILES length (largest number first): some entries from above
SMILES	D1 antag	Glioma ERSR ind	Vif-APOBEC3F blk	LDHA inh	D1 agonist	D1 PAM	D2 potentiator	Vif-APOBEC3G blk	RXFP1 ag
CCOC(=O)C1(Cc2cccc(Cl)c2)CCCN(C2CCN(C(C)=O)CC2)C1 (configuration not stated)	29	-2%	-30%	-2	1	-6	-10	-2%	-1.2%
COc1ccc(-c2cc(C)no2)cc1S(=O)(=O)N(C)c1cccc(C)c1	-5	-1%	0%	-3	4	-7	21	3%	-2.2%
COCCn1c(C)cc(C(=O)COC(=O)/C=C/c2cccc(OC)c2)c1C	-28	8%	0%	0	9	-4	-4	3%	1.3%

(listing goes on)
SMILES	D1 antag	Glioma ERSR ind	Vif-APOBEC3F blk	LDHA inh	D1 agonist	D1 PAM	D2 potentiator	Vif-APOBEC3G blk	RXFP1 ag
CCCCN(CCCC)C(=O)C1(P(=O)(c2ccccc2)c2ccccc2)CCC1	5	-10%	5%	-4	0	-12	12	-2%	-0.5%
NC12NC(=O)C3(O)C4C5CC(C6C5C3C61)C42 (configuration not stated)	0	2%	7%	-2	7	-2	10	3%	-1.3%
O=C(CCc1nnc(-c2ccc3c(c2)OCO3)o1)NC(c1ccccn1)C(F)(F)F (configuration not stated)	12	-1%	1%	-3	1	-5	-16	-1%	0.2%
Cc1cc(C)c2c(c1)c(C)cc1nnc(SCC(=O)c3ccc(F)cc3)n12	4	-2%	2%	-3	-1	0	-9	1%	6.2%
Cc1cc(C)c2c(CC(=O)Nc3nnc(C(C)C)s3)coc2c1	2	-6%	3%	5	2	3	-6	3%	-3.4%
C[C@H](CO)N1C[C@H](C)[C@H](CN(C)C(=O)c2ccccc2)OCc2cnnn2CCCC1=O	x	0%	-5%	-7	x	x	x	3%	x
Cc1cccc(C)c1NC(=O)CNC(=O)c1ccc(NS(=O)(=O)c2ccc3[nH]c(=O)[nH]c3c2)cc1	5	-3%	u	-5	3	-1	4	0%	1.5%
CCOc1ccc(/C=C2\SC(=O)N(c3ccc(O)cc3)C2=O)cc1OC	1	1%	-4%	1	11	9	-4	-4%	1.4%
CCC(=O)NCc1csc(-c2cccs2)n1	-3	5%	-9%	1	2	-1	-2	2%	-1.4%
COC(=O)c1ccc2c(c1)S(=O)(=O)NC(=NCCCN1CCOCC1)S2	4	-1%	2%	0	1	0	17	1%	-0.3%
O=S(=O)(c1ccc2nc(Cl)c(Cl)nc2c1)N1CCN(S(=O)(=O)c2c(F)cccc2F)CC1	9	x	x	0	0	-7	x	x	x
COc1ccc(-c2cc(-c3ccccc3)c(C#N)c(SCC(=O)Nc3ncc(C)s3)n2)cc1	-12	-5%	-1%	-4	16	-8	-5	-6%	0.5%
O=CNC(=O)c1ccccc1C(=O)O	11	-3%	-1%	0	2	4	18	4%	0.5%
O=C(NCc1ccc2c(c1)OCO2)C1CCN(S(=O)(=O)N2CCCCC2)CC1	-6	-4%	7%	-2	0	-2	4	-1%	5.3%
Cc1ccc(NC(=O)c2cnn(-c3ccccc3)c2NC(=O)c2ccco2)cc1C	-9	-1%	2%	-11	2	-4	4	-6%	1.5%
O=S(=O)(c1ccccc1)N1CCN=C1SCc1ccc(Cl)c(Cl)c1	-11	0%	-15%	-3	6	-12	-5	-7%	0.4%
COc1cccc(CNCCc2c[nH]c3ccccc23)c1OCc1ccc(F)cc1	-12	-9%	0%	-1	4	-17	-6	6%	-0.5%
Cc1cc(C(=O)NNC(=O)c2ccc(C)s2)c(C)o1	2	4%	-4%	-11	0	-8	-5	-1%	0.6%
O=C(NCCNC(=O)c1cc(OCC(F)(F)F)ccc1OCC(F)(F)F)Nc1ccc(Cl)cc1	-14	-1%	-11%	-12	6	-6	-8	0%	2.8%
CCOc1ccccc1N(CC(=O)NCCSc1ccccc1)S(C)(=O)=O	-4	-4%	-14%	-2	0	3	-2	1%	-0.1%
Cc1noc(C(=O)Nc2c(C)n(C)n(-c3ccccc3)c2=O)c1Cl	-3	1%	-2%	-6	2	-3	-2	1%	0.4%
Cc1oc2c(O)c(O)ccc2c(=O)c1-c1ccccc1	7	2%	5%	11	0	-5	13	2%	1.4%
COc1ccc(NC(=O)c2cccs2)cc1OC	2	-1%	-3%	-6	0	1	-1	-3%	0.3%
C#CCOCCOCCOCCNc1nc(N2CCN(C(=O)[C@H](CCC(=O)O)n3cc(C(N)[C@H](C)CC)nn3)CC2)nc(N2CCN(C(=O)[C@H](Cc3cc4ccccc4[nH]3)n3cc(C(N)[C@H](C)CC)nn3)CC2)n1 (some centres not stated)	2	x	x	x	-3	2	-3	x	1.6%
N#Cc1ccc2c(c1)C[C@]1(CCCCN3C(=O)c4ccccc4C3=O)Oc3cc(-c4ccccc4)oc(=O)c3[C@H]2O1	-9	x	x	x	1	0	x	x	1.3%[11.5 µM]
Cc1cccc(OC(=O)CCN2C(=O)C3C4C=CC(C5CC45)C3C2=O)c1C (configuration not stated)	-7	-3%	-15%	-2	7	6	x	0%	-0.6%
C[C@H](NC(=O)c1ccccc1Cl)C(=O)OCCOc1cccc(Cl)c1	2	-3%	-2%	-1	4	0	14	3%	1.0%
Clc1cc(Cl)c2nc(N3CCCC3)sc2c1	x	2%	7%	-5	x	x	x	-7%	x
CCOc1ccc(N2C(=O)CC(N3CCN(C(=O)c4ccco4)CC3)C2=O)cc1 (configuration not stated)	-16	-7%	-3%	0	1	-4	1	-6%	-1.1%

Arranged by value in D1 PAM (smallest number first): some entries from above
| Molecule | D1 antag | Glioma ERSR ind | D1 agonist | D1 PAM | D2 potentiator | Vif-APOBEC3G blk |
| --- | --- | --- | --- | --- | --- | --- |
| Cc1noc(C(=O)Nc2c(C)n(C)n(-c3ccccc3)c2=O)c1Cl | -3 | 1% | 2 | -3 | -2 | 1% |
| C[C@H](NC(=O)c1ccccc1Cl)C(=O)OCCOc1cccc(Cl)c1 | 2 | -3% | 4 | 0 | 14 | 3% |
| Cc1cccc(OC(=O)CCN2C(=O)C3C4C=CC(C5CC45)C3C2=O)c1C (configuration not stated) | -7 | -3% | 7 | 6 | x | 0% |
